# KCNQ2 block: KCNQ2 channel blockers in CHO-K1 cells – cell-based, FluxOR thallium flux, B-score, primary screen (AID 2156); 1.1% of 310,000 active; B-score at 10 µM; O88943; 20 min; stronger effect = lower value;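 active = fluorescence ratio B-score at most minus 3 library SDs, with starting brightness B-score within 2 library SDs, cut at about -5.5 in these data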
# Kir21 block: Kir2.1 (mouse) channel inhibition; P35561; HEK293-Kir2.1, FluxOR thallium flux fluorescence; stronger effect = lower value; B-score at 10 µM; 0.85% of 310,000 active; AID 1672;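 active = fluorescence ratio B-score at or below minus 3 SD of library scores, with starting-brightness B-score within 2 SD, cut at about -4.2 in these data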;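 note: channel flux triggered by added potassium and thallium sulfate stimulus; B-score of peak minus minimum fluorescence over baseline after thallium stimulus; more negative B-score means stronger Kir2.1 block with less thallium influx; some compounds called inactive have numbers as strong as hits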
# Target sequence (P35561 whole entry, looked up): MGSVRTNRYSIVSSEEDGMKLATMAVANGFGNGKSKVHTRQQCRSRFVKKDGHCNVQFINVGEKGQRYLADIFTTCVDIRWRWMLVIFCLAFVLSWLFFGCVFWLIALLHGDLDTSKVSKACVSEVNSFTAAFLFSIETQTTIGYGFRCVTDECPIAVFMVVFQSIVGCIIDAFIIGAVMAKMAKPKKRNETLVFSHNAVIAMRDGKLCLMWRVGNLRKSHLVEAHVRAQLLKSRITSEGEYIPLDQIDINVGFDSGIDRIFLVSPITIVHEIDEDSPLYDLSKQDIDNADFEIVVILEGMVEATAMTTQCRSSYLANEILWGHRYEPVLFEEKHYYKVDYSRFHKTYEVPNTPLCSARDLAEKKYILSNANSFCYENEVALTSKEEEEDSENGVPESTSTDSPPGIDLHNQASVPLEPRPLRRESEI
# Numbers without * were called inactive; i = inactive.
SMILES,KCNQ2 block,Kir21 block
Cc1ccc(S(=O)(=O)N2CCN(C(=O)c3ccc(-n4cncn4)c([N+](=O)[O-])c3)CC2)cc1C,i,-1.4
COC1=C/C(=C/c2c(N)n3nc(CC(=O)N4CCCCC4)sc3nc2=O)C=CC1=O,i,-2.9
COc1ccc(OC)c(N=C2SCCCN2C(=O)c2ccc(N3C(=O)CCC3=O)cc2)c1,i,1.4
COc1ccc(OC)c(NC(=O)Cn2c(=O)n(CC3CCCO3)c(=O)c3cc(OC)c(OC)cc32)c1 (stereo not drawn),i,-0.31
CC(=O)C1=C(O)C(=O)N(CCc2c[nH]c3ccccc23)C1c1ccccc1 (stereo not drawn),i,-0.31
c1coc(CNCc2cccs2)c1,i,-0.14
CC(=O)c1ccc2c(c1)C1C=CCC1C(c1ccncc1)N2 (stereo not drawn),i,-0.29
COc1ccc2c(=O)c(-c3ccccc3)c(C)oc2c1,i,0.06
CC(C)(C)c1ccc(N=C2SCC(=O)N2Cc2cccs2)cc1,i,-0.04
O=C1CSC(c2ccccn2)N1c1ccc2ccccc2c1 (stereo not drawn),i,0.85
Cc1cc(C)cc(C(=O)Nc2c3c(nn2C(C)(C)C)CS(=O)(=O)C3)c1,i,0.52
O=C(c1ccccc1)c1ccc(C(=O)N2CCN(c3ccc(F)cc3)CC2)o1,i,0.6
O=C(N/C(=C/c1cccc([N+](=O)[O-])c1)C(=O)N1CCCC1)c1ccccc1,i,-2
CC1(C)Cc2[nH]c(=S)c(C#N)cc2CO1,i,-0.67
COc1cc(/C=N/NC(N)=O)cc(Br)c1OCc1ccc(C)cc1,i,0.21
CCOc1cc(C(c2c(C)[nH][nH]c2=O)c2c(C)[nH][nH]c2=O)ccc1OC(=O)c1cccc([N+](=O)[O-])c1,i,0.44
N#Cc1ccccc1NC(=O)Nc1cccs1,i,-0.01
Cc1cc(C)c2cc(CN(Cc3ccco3)C(=O)NCc3ccccc3)c(=O)[nH]c2c1,i,-0.33
O=[N+]([O-])c1ccc(Nc2ccc(F)cc2)nc1,i,0.02
Clc1ccc(-c2nnc3n2-c2ccccc2SC3)cc1,i,0.94
COC(=O)CC(=O)N1CCN(c2ccc(Cl)c(Cl)c2)CC1,i,-0.43
COC(=O)c1cc(NC(=O)C23CCC(C)(C(=O)O2)C3(C)C)cc(C(=O)OC)c1 (stereo not drawn),i,0.28
Cc1cccc2cc(/C=N/NC(=O)c3ccncc3)c(Cl)nc12,i,0.74
O=C(Nc1nc(-c2ccc([N+](=O)[O-])cc2)cs1)c1c(F)cccc1F,i,-1.3
CC1CCCC(NC(=O)COC(=O)COc2ccc(Cl)cc2)C1C (stereo not drawn),i,0.77
Cc1cc([N+](=O)[O-])cc(C)c1OCC(=O)N/N=C/c1ccc(OC(=O)c2ccccc2)cc1,i,-3.1
O=C(O)c1ccccc1-c1ccccc1C(=O)Nc1ccc2c(c1)[nH]c(=O)c1ccccc12,i,1.7
CCN(CC(=O)Nc1ccc(NC(C)=O)cc1)C(=O)/C=C/c1ccc(S(=O)(=O)N2CCCCCC2)cc1,i,0.12
Cn1c(=O)n(C)c2cc(S(=O)(=O)Nc3cc(Cl)ccc3O)ccc21,i,1.3
COc1cccc(C(=O)NC2CCCc3ccccc32)c1 (stereo not drawn),i,0.31
COC(=O)c1ccc(CO/N=C2\CCCc3nonc32)cc1,i,0.16
O=C(O)CCc1ccc(-c2cccs2)n1NC(=O)c1ccc(Cl)cc1Cl,i,0.98
N#CCCCN1C(=O)C(=C(C#N)C#N)c2ccccc21,i,-2
Brc1cc(/C=N/n2cnnc2)oc1Br,i,-0.85
O=C(/C=C/c1ccc(Cl)cc1)NCCc1ccccc1,i,0.01
CCOc1ccc(-c2noc(=O)[nH]2)cc1,i,0
O=C(N/N=C/c1ccc(Cl)cc1)C1CC12CCC2 (stereo not drawn),i,-0.71
Cn1c(Cc2cccc3ccccc23)nnc1SCc1ccc([N+](=O)[O-])cc1,i,-1.9
COCCOC(=O)c1[nH]c2c(c1C)C(=O)CC(c1cc(OC)c(OC)c(OC)c1)C2 (stereo not drawn),i,-0.62
COc1ccc(N2CCN(C(c3ccccc3OC)c3nnnn3Cc3ccco3)CC2)cc1 (stereo not drawn),i,-2
O=C1CC(NS(=O)(=O)c2cccnc2)CN1c1ccccc1 (stereo not drawn),i,0.08
CC(C)(C)NC(=O)COc1ccc2oc3c(c2c1)CCCC3,i,-0.76
C=CCNCCCOc1ccc(C(C)(C)c2ccccc2)cc1,i,-8.6*
O=C(COc1ccccc1)Nc1ccc(-c2nnc(-c3ccco3)o2)cc1,i,2.2
CCc1nc(SCC#N)c(C#N)cc1C,i,0.26
Cc1ccc(Nc2cc(-n3nc(C)cc3C)ncn2)c(C)c1,i,1.2
COc1ccc(S(=O)(=O)N2CCN(Cc3cccc(Cl)c3)CC2)cc1,i,-0.12
Fc1ccccc1OCCn1c(=S)[nH]c2ccccc21,i,0.71
O=C(NCc1ccc2c(c1)OCO2)C1(S(=O)(=O)c2ccccc2)CC1,i,-1.7
CN1C(=O)[C@H]2[C@@H](c3ccc(F)cc3)N3C(=O)c4ccccc4NC(=O)[C@@]3(C)[C@H]2C1=O,i,0.14

# The last five records of the part before lead into the next.
SMILES,KCNQ2 block,Kir21 block
Cc1ccc(Nc2cc(-n3nc(C)cc3C)ncn2)c(C)c1,i,1.2
COc1ccc(S(=O)(=O)N2CCN(Cc3cccc(Cl)c3)CC2)cc1,i,-0.12
Fc1ccccc1OCCn1c(=S)[nH]c2ccccc21,i,0.71
O=C(NCc1ccc2c(c1)OCO2)C1(S(=O)(=O)c2ccccc2)CC1,i,-1.7
CN1C(=O)[C@H]2[C@@H](c3ccc(F)cc3)N3C(=O)c4ccccc4NC(=O)[C@@]3(C)[C@H]2C1=O,i,0.14
Cc1cc(C)c(OCCCCN2CCNCC2)c(C)c1,i,-1.7
CNC(=O)C(=O)NCC1OCCN1S(=O)(=O)c1ccc([N+](=O)[O-])cc1 (stereo not drawn),i,0.55
C(CCCN1CCCCC1)CCN1CCCCC1,i,-1.2
Nc1nnc(Sc2ncccc2[N+](=O)[O-])s1,i,-0.38
CCN(CC)S(=O)(=O)c1ccc(OC)c(NC(=O)C(C)Oc2ccc3c(C)cc(=O)oc3c2)c1 (stereo not drawn),i,-0.49
CC(C)CCn1nnnc1C(c1ccccc1F)N1CCC(C(N)=O)CC1 (stereo not drawn),i,-0.94
CN1CCN(CC(=O)Nc2ccc(Oc3ccccc3)cc2)CC1,i,2
COc1ccc(C2NN=C(c3c[nH]c4ccccc34)C2O)cc1 (stereo not drawn),i,0.68
Cc1ccc(C)c(C(C)NC(=S)NCc2ccc(F)cc2)c1 (stereo not drawn),i,-0.35
CCCCN(CC)CCNC(=O)CCNC(=O)Cn1ccc2ccccc2c1=O,i,-0.28

# Structures listed so far shown as hits in Kir21 block:
SMILES,KCNQ2 block,Kir21 block
C=CCNCCCOc1ccc(C(C)(C)c2ccccc2)cc1,i,-8.6*

# Carrying on:
SMILES,KCNQ2 block,Kir21 block
CCN1CCN(c2cc3nc(C)n(Cc4ccccc4)c(=O)c3cc2NC(=O)c2ccccc2F)CC1,i,-1.8
CN1CCN(c2ccc([N+](=O)[O-])cc2NC(=O)c2ccccc2Cl)CC1,i,-0.65
O=C(O)c1ccc2c(c1)NC(=O)C(N1CCCC1)S2 (stereo not drawn),i,-1.7
COc1cccc(C(=O)NCC2CCN(c3ccc(S(=O)(=O)N4CCOCC4)cc3)CC2)c1,i,-0.96
COc1ccc(N=Nc2c(-c3ccc(OC)cc3)[nH]oc2=O)cc1,i,0.38
CCOC(=O)CCC(=O)N(CCN(C(=O)CCC(=O)OCC)c1ccccc1)c1ccccc1,i,0.12
CC(=O)N1CCN=C1SCc1ccc(Br)cc1,i,0.12
COc1ccc(CCC(=O)Nc2nccs2)cc1OC,i,0.78
Clc1ccc(C2=CSC3=NCCN23)c(Cl)c1,i,0.46
Cc1ccc(-c2cc3nc(-c4ccc(Br)cc4)cc(N)n3n2)cc1,i,0.39
CCCC1=[N+](CC(=O)c2ccc(Br)cc2)CCn2cccc21,i,-1.7
Cc1ccc(OCC(=O)Nc2cccc3c2CCCC3)cc1C,i,-1.6
COc1cccc(C(=O)Nc2ccc(S(=O)(=O)Nc3cc(C)nc(C)n3)cc2)c1,i,-0.08
CC(=O)NS(=O)(=O)c1ccc(NC(=O)CSc2ccc(Cl)cc2)cc1,i,0.04
COc1ccc(C)cc1NC(=O)C(OC(=O)CNC(=O)c1cc(C)cc(C)c1)c1ccccc1 (stereo not drawn),i,-0.1
O=C(c1ccccc1)[C@@H]1[C@@H]2C(=O)N(c3ccc(F)cc3)C(=O)[C@@H]2C2CCCN21 (stereo partly drawn),i,-4.2
CCn1c(SCc2nc3ccccc3c(=O)[nH]2)nc2ccccc2c1=O,i,0.79
COc1ccccc1-c1csc(-n2ncc(C#N)c2N)n1,i,0.21
CCN1CCN(CC(=O)Nc2cc3c(cc2C(C)=O)OCO3)CC1,i,0.1
O=C1CS/C(=N\NC(=O)c2ccccc2)N1,i,1.4

# Grouped by structure: the entries above containing two or more sulfur atoms.
SMILES,KCNQ2 block,Kir21 block
CC(C)(C)c1ccc(N=C2SCC(=O)N2Cc2cccs2)cc1,i,-0.04
Nc1nnc(Sc2ncccc2[N+](=O)[O-])s1,i,-0.38
CC(=O)NS(=O)(=O)c1ccc(NC(=O)CSc2ccc(Cl)cc2)cc1,i,0.04

# Next section
SMILES,KCNQ2 block,Kir21 block
CCN(C(=O)COC(=O)c1cnc(C)cn1)C1CCS(=O)(=O)C1 (stereo not drawn),i,0.09
CCCOc1ccc2c3c(c(=O)oc2c1)CCCC3,i,0.14
Cc1nc2c(C#N)cnn2c2c1CCNN2C,i,0.1
Cc1[nH]c2ccccc2c(=O)c1CN(C)Cc1ccccc1,i,-0.46
CN1N=C(c2ccc(F)c(F)c2)CSC1=NCc1ccccc1,i,0.3
COc1ccc(-c2ccc(CCC(=O)O)n2CC2CCCO2)cc1 (stereo not drawn),i,-0.95
O=C(NCc1ccc(Cl)c(Cl)c1)c1ccc2c(c1)OCO2,i,0.1
COc1ccc(C(CNC(=O)C(C)Oc2ccc(Br)cc2)N2CCOCC2)cc1 (stereo not drawn),i,-0.46
CCCn1c(SCC(=O)Nc2ccc3c(c2)OCO3)nc2c1c(=O)n(C)c(=O)n2C,i,1
Cc1cc(/C=C(\C#N)C(=O)O)c(C)n1CCC(C)C,i,1.1
O=C(Nc1ccc(Cl)c(NC(=O)c2cccs2)c1)c1ccco1,i,-1.6
NS(=O)(=O)c1ccc(CNC(=O)/C=C/c2ccc(S(=O)(=O)N3CCOCC3)cc2)cc1,i,-0.73
CCOC(=O)[C@H]1NN=C(C(=O)OC)[C@@H]1c1ccccc1,i,-0.81
CC(=C1C(=O)c2ccccc2C1=O)N1CCc2ccccc2C1,i,-0.8
Cc1cnc(NC(=O)COc2cccc3c2OC(C)(C)C3)s1,i,-0.21
COc1ccc(C(=O)C[n+]2ccc3c(c2)nc(-c2ccc(OC)cc2OC)n3C)cc1,i,-0.47
Cc1ccc2c(c1)N(Cc1ccncc1)C(=O)C(C)O2 (stereo not drawn),i,0.03
Cc1ccc(S(=O)(=O)N2CCCC2CNC(=O)C(=O)NC2CC2)cc1 (stereo not drawn),i,-0.16
O=C(c1ccc(CS(=O)(=O)c2ccc(Br)cc2)o1)N1CCOCC1,i,0.06
CCOC(=O)N1CCN(CC(O)COc2ccccc2C(C)CC)CC1 (stereo not drawn),i,0.61
Cc1nnc(Sc2cc(C(=O)NCCCOC(C)C)c3ccccc3n2)s1,i,0.62
Cc1ccc(-n2ccnc(SCC(=O)NC3CCCCC3)c2=O)cc1F,i,-1.2
Cc1ccc(C)c(OCCC(=O)OCC(=O)c2ccc3c(c2)NC(=O)CO3)c1,i,1.4
O=C(Nc1cc(=O)[nH]c2ncnn12)c1ccc(Cl)cc1Cl,i,0.91
Cc1ccc(N(C)S(=O)(=O)c2cc(-c3cnc(C4CC4)o3)ccc2C)cc1,-7.2*,-0.16
O=C(CSc1nnc(-c2ccco2)o1)N1c2ccccc2CCc2ccccc21,i,-3
O=C(COC(=O)c1ccco1)NCC1CCCO1 (stereo not drawn),i,-1.8
CC(=O)Nc1ccc(NC(=O)c2nc(-c3ccccc3)oc2C)cc1,i,1.4
COc1ccc(C(=O)N/C(=C\c2cn(S(=O)(=O)N(C)C)c3ccccc23)C(=O)N2CCOCC2)cc1,i,0.55
COc1cc2c3nnc(-c4ccc(F)cc4)c-3cn(Cc3cccc(C)c3)c2cc1OC,i,1
CCC(=O)NC(C)c1nc2ccccc2n1C (stereo not drawn),i,0.49
CC(=O)c1cccc(NC(=O)C2CCN(S(=O)(=O)c3ccccc3)CC2)c1,i,0.02
COc1cccc2c1Oc1ncccc1N(C(=O)CCC(=O)NCc1cccc(C)c1)C2,i,-0.4
O=C(CN1CCN(Cc2ccccc2)CC1)N1CCN(c2ccccc2)CC1,i,-0.04
O=C(Cc1cccc2ccccc12)N1CC[C@@]2(O)CCCC[C@H]2C1,i,-0.36
COc1cccc(OC)c1C(=O)Nc1ccccc1N1CCCC1,i,-0.02
COc1cc(C=O)c(Cl)cc1OCC(N)=O,i,0.81
O=C(Cc1cc(=O)[nH]c(=O)[nH]1)NCc1ccccc1,i,-2.2
CN(CCO)c1cc(N2CCCCC2)c2nonc2c1[N+](=O)[O-],i,-1.1
Cc1ccc(-n2nnnc2SCC(=O)Nc2ccc(N3CCN(C)CC3)cc2)c(C)c1,i,0.21
c1coc(CN=C2NC(=NCc3ccco3)c3ccccc32)c1,i,-6.2*
CCOC(=O)N1CCC(Nc2c(NCCCN(C)Cc3ccccc3)c(=O)c2=O)CC1,i,0.56

# Rows are unselected; about 1.9% have a hit in one of these screens.
